# Mtb RmlCD inh – M. tuberculosis RmlC/RmlD coupled enzyme inhibitors, primary screen, biochemical, compound mixtures, 384-well, from 1536-well plates; dTDP-4-dehydrorhamnose reductase (Mycobacterium tuberculosis (strain ATCC 25618 / H37Rv)) …; RmlC+RmlD coupled enzyme assay, percent inhibition; primary screen in compound mixtures; inhibition, % at 3.6 µM; 160,000 tested, 0.03% active; AID 1533, 2009; in the data active = inhibition mostly above about 34%, no sharp cut-off; inconclusive = no clear call, values can overlap the other calls; inactive = mostly below about 22%; also: some results filed as inactive read as strong as hits
# Target sequence (P9WH09 whole entry, looked up): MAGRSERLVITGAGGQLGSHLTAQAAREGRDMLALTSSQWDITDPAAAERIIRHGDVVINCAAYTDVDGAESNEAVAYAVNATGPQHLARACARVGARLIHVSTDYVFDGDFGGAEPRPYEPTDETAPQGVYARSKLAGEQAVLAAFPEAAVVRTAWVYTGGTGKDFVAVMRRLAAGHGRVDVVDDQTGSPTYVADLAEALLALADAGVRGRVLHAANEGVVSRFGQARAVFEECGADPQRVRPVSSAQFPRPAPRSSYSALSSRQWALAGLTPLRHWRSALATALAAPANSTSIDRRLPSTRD
# Target sequence (P9WH11 whole entry, looked up): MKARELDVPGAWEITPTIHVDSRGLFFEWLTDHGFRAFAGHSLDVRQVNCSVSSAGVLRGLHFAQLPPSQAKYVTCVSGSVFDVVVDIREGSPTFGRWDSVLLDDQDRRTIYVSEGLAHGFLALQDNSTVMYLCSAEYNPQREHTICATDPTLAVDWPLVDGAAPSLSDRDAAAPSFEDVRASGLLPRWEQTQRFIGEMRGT
# M. tuberculosis GlmU – inhibition of mycobacterial GlmU enzyme – biochemical, glucosamine-1-phosphate acetyltransferase (AID 1376). Bifunctional protein GlmU (Mycobacterium tuberculosis (strain ATCC 25618 / H37Rv)). M. tuberculosis GlmU acetyltransferase enzyme assay; higher % means a stronger effect. 220,000 tested, 0.25% active. one-dose inhibition, %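 (tested at 30 µM in the primary screen)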; IC50 in µM for titrated hits; in the data active = inhibition above about 13%; inconclusive = no clear call, values can overlap the other calls;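 also: 0% = complete reaction with vehicle and 100% = reaction without substrate; strong numbers were not always called active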
# Active calls of the source: *; ? = inconclusive; / = no result given. The list is partial (hit frequency here may not be typical).
SMILES,Mtb RmlCD inh,M. tuberculosis GlmU
Cc1cc(C)c(S(C)(=O)=O)c(Oc2cccc(Cl)c2)n1,7,2.3%
CCn1c(=N)n(Cc2ccccc2F)c2ccccc21,0,-5.2%
CC1Cc2ccccc2N1C(=O)COC(=O)c1ccc(S(=O)(=O)N(C)C)cc1 (configuration not stated),/,-0.7%
Nn1c(SCC(=O)NC2CCCc3ccccc32)nnc1-c1cccs1 (configuration not stated),4,6.9%
Clc1ccc(-c2n[nH]c3c2CCC3)c(Cl)c1,0,3.2%
CCOc1ccc(-n2c(=O)[nH]cc(C(=O)Nc3ccc(OC)c(OC)c3)c2=O)cc1,-2,-5.5%
Cc1ccc2ccc(C3C(=O)c4ccccc4C3=O)nc2c1,/,1.4%
COc1ccc(CCNC(=O)CN(C2CCCCC2)S(C)(=O)=O)cc1OC,/,6.9%
COc1ccc(-c2nc(-c3ccccn3)no2)cc1,5,3.2%
O=C(OCc1ccc(C(=O)c2ccccc2)cc1)c1cccc(-c2nnc(-c3ccccc3)o2)c1,/,-0.1%
CC(C)(C)NC(=O)NC(=O)COc1ccccc1C#N,12,8.3%
O=C(O)c1ccc(C(=O)Nc2cccc(NC(=O)C3CCCO3)c2)cc1 (configuration not stated),/,0.0%
COc1ccc(-c2cn(-c3ccc(C)cc3C)c(=O)[nH]2)cc1OC,0,-6.4%
Cc1ccc(CN2CCN(/N=C/c3ccc(C(=O)O)cc3)CC2)cc1,-6,0.2%
CCOc1ccccc1C1C(C(N)=O)=C(C)Nc2nc(-c3ccc(OC)cc3)nn21 (configuration not stated),17,0.8%

# Nothing new here: entries from further up.
SMILES,Mtb RmlCD inh,M. tuberculosis GlmU
Cc1ccc(CN2CCN(/N=C/c3ccc(C(=O)O)cc3)CC2)cc1,-6,0.2%
CCOc1ccccc1C1C(C(N)=O)=C(C)Nc2nc(-c3ccc(OC)cc3)nn21 (configuration not stated),17,0.8%

# (listing goes on)
SMILES,Mtb RmlCD inh,M. tuberculosis GlmU
CCC(c1nc2ccccc2c(=O)n1-c1nc2ccccc2s1)N1C(=O)c2ccccc2C1=O (configuration not stated),/,0.0%
Cc1ccc(/C=C/C(=O)c2nc3ccccc3[nH]2)cc1,-13,3.5%
N#CC1=C2SCN(Cc3ccco3)CN2C(=O)CC1c1ccc(Cl)cc1 (configuration not stated),/,-2.1%
S=C1COC(c2ccccc2)N1c1ccccc1 (configuration not stated),-9,5.9%
Cc1ccc(S(=O)(=O)N2CCN(S(C)(=O)=O)C2)cc1,/,-6.6%
O=C(COc1ncnc2ccccc12)NCCc1ccc(F)cc1,-8,1.7%
COCCNS(=O)(=O)c1cc(F)ccc1OC,14,2.4%
COc1ccc(-c2ccnc(SCC(=O)c3ccc(OC)c(OC)c3)n2)cc1,6,3.1%
COC(=O)C1=C(C)Nc2[nH]c(=S)[nH]c(=O)c2C1c1ccc(OC)cc1 (configuration not stated),-7,1.3%
COc1ccc(-c2c(C)nn3c(N4CCC5(CC4)OCCO5)cc(C)nc23)cc1OC,4,-4.6%
CN(c1ccc(S(=O)(=O)N2CCOCC2)cn1)C1CCCCC1,-12,0.7%
C=C(C)C1CC=C(C)/C(=N/NC(=O)COc2cccc3ccccc23)C1 (configuration not stated),/,-1.4%
Cc1ccc(-c2nc3ccccc3s2)cc1S(=O)(=O)N1CCOCC1,/,0.2%
O=C(O)CCCCCn1c(SCc2cc(=O)n3ccccc3n2)nc2ccsc2c1=O,/,0.5%
CCOC(=O)CSc1nc(-c2ccccc2)nc2ccccc12,1,-0.2%

# Five compounds picked at random from those above, as already listed:
SMILES,Mtb RmlCD inh,M. tuberculosis GlmU
COCCNS(=O)(=O)c1cc(F)ccc1OC,14,2.4%
O=C(COc1ncnc2ccccc12)NCCc1ccc(F)cc1,-8,1.7%
S=C1COC(c2ccccc2)N1c1ccccc1 (configuration not stated),-9,5.9%
CCOC(=O)CSc1nc(-c2ccccc2)nc2ccccc12,1,-0.2%
CCOc1ccc(-n2c(=O)[nH]cc(C(=O)Nc3ccc(OC)c(OC)c3)c2=O)cc1,-2,-5.5%

# 7 entries from above in another layout.
# Results follow in this order: Mtb RmlCD inh | M. tuberculosis GlmU
COc1ccc(-c2ccnc(SCC(=O)c3ccc(OC)c(OC)c3)n2)cc1
  6 | 3.1%
CN(c1ccc(S(=O)(=O)N2CCOCC2)cn1)C1CCCCC1
  -12 | 0.7%
CCOC(=O)CSc1nc(-c2ccccc2)nc2ccccc12
  1 | -0.2%
COc1ccc(-c2c(C)nn3c(N4CCC5(CC4)OCCO5)cc(C)nc23)cc1OC
  4 | -4.6%
Cc1ccc(S(=O)(=O)N2CCN(S(C)(=O)=O)C2)cc1
  / | -6.6%
C=C(C)C1CC=C(C)/C(=N/NC(=O)COc2cccc3ccccc23)C1 (configuration not stated)
  / | -1.4%
COC(=O)C1=C(C)Nc2[nH]c(=S)[nH]c(=O)c2C1c1ccc(OC)cc1 (configuration not stated)
  -7 | 1.3%

# More compounds follow:
SMILES,Mtb RmlCD inh,M. tuberculosis GlmU
CN(C)/C=c1\sc2c(C#N)cc(C(=O)c3ccc(Br)cc3)n2c1=O,12,2.4%
O=C(CSc1nc2ccccc2s1)N1CCN(C(=O)c2ccco2)CC1,12,-2.8%
Cn1c(=O)[nH]c(=O)c2c1nc1n2CCCS1,/,-0.1%
CC1CCN(c2c(NCC3CCC(C(=O)NCc4ccc(F)cc4)CC3)c(=O)c2=O)CC1 (configuration not stated),-8,0.3%
CC(C)C(=O)Nc1ccc(C(=O)NCc2cccnc2)cc1,3,-0.2%
CCc1oc(C(=O)OC)cc1CSC(=N)N,3,-2.3%
CN(C)c1ccc(P(=O)(OC2CCCCC2)C(Nc2ccccc2)c2cccnc2)cc1 (configuration not stated),-7,5.7%
Cc1ccc(-c2cc(-c3ccccc3Cl)[nH]n2)c(O)c1,8,2.7%
Cc1nnsc1C(=O)NC(=O)Nc1ccc(F)c(Cl)c1,-4,3.5%
CCCCCCCCCCCCN1[C@@H](CC(C)=O)c2cc(C(F)(F)F)ccc2S1(=O)=O,/,0.3%
N/C(=N\OS(=O)(=O)c1ccccc1)c1ccccn1,-8,6.1%
CC1C2CC(C(CN(C)C)/C2=N/O)C1(C)C (configuration not stated),6,3.7%
O=C1CS/C(=N/N=C/c2cccs2)N1Cc1ccc(F)cc1,6,-4.6%
Cc1cc(C)nc(NS(=O)(=O)c2ccc(N/C=C\C(=O)c3cccs3)cc2)n1,8,-1.0%
O=C(Nc1ccc(N2CCN(C(=O)c3ccc(Cl)cc3)CC2)cc1)c1cccnc1,/,-5.2%
COC(=O)CCSCC(=O)Nc1nnc(C)s1,-3,1.3%
O=C(NNC(=O)c1cnccc1C(F)(F)F)c1cccc(Cl)c1,11,3.9%
Cc1nc(Cl)sc1C(=O)Nc1cccc(Cl)c1C,-9,2.2%
CCOCCCNC(=O)C1CCCN1S(=O)(=O)c1ccc(Cl)cc1 (configuration not stated),/,2.6%
CC(=O)c1ccc2c(c1)OCCOCCOc1ccc(C(C)=O)cc1OCCOCCO2,-9,-6.8%
Cc1ccc(OC(C)C(=O)N(Cc2cccs2)C2CCS(=O)(=O)C2)cc1C (configuration not stated),8,3.7%
CSc1ccc(S(=O)(=O)NCc2ccc(Cl)cc2)cc1,/,-5.4%
O=C(Cc1ccc(Cl)c(Cl)c1)OCC(=O)c1ccc[nH]1,-2,1.0%
Cc1ccc(CCNC(=O)CN(C)S(=O)(=O)c2ccc3c(c2)n(C)c(=O)c(=O)n3C)cc1,-10,5.7%
CCN(CC)C(=O)Oc1cc(=O)n2c3c(cccc13)CCC2,-6,1.0%
Cc1cc(C)cc(OCc2nc3ncc(Br)cc3[nH]2)c1,/,1.5%
Cc1ccc(/C(N)=N/OC(=O)CSc2ccccc2)cc1,-10,0.4%
CCOC(=O)c1cc2occc2n1CC(=O)N1CCOCC1,-3,-5.2%
CCOc1cccc(C2C(C(=O)c3ccc(C)o3)=C(O)C(=O)N2Cc2ccncc2)c1 (configuration not stated),-2,1.9%
COc1ccc(/C=N/NC(=O)Cc2csc(Nc3cccc(C(F)(F)F)c3)n2)cc1C,/,-1.7%
C=CCOC(=O)C1=C[C@@H](c2csc3ccccc23)C[C@@H](OCc2ccc(CO)cc2)O1,/,-6.3%
Cc1nc2ccccc2c(-c2ccccc2)c1CC(=O)O,2,-2.8%
CC(C)C(CCNC(=O)CC(Cc1ccccc1)c1ccco1)c1ccco1 (configuration not stated),/,3.7%
COc1ccc(C=NCC2OCCc3ccccc32)cc1OC (configuration not stated),-4,8.0%
CCOc1ccc2[nH]c3c(NCCc4ccc(OC)c(OC)c4)ncnc3c2c1,-4,-9.4%
Cc1ccc(Cl)cc1N(CC(=O)NCc1ccc2c(c1)OCO2)S(C)(=O)=O,/,-2.2%
COCCN(CC(=O)NC1CCCCC1)C(=O)/C=C/C(=O)c1ccc(OC)cc1O,-1,-4.5%
Cc1nn(CC(=O)NCCCc2ccccc2)c(C)c1[N+](=O)[O-],?,-6.3%
CC#CC[N+](C)(CC#CC)CC(=O)c1ccccc1,36,1.4%
COc1cc(CNCc2ccccn2)ccc1OCC(=O)NC1CCCCC1,-8,3.9%
COc1ccc(N2CCN(C(c3cc(OC)ccc3OC)c3nnnn3CC3CCCO3)CC2)cc1 (configuration not stated),/,2.7%
CCc1cc(-c2n[nH]c(=S)n2CC(C)C)cs1,-9,6.0%
CCOC(=O)c1c(NC(C)=O)sc2c(OC)cccc12,-9,-1.4%
Cc1ccc(NCC(=O)N/N=C/c2cccc(Br)c2)cc1,7,-0.3%
COc1cccc(C(=O)C2CCCN(Cc3ccc(OC)c(Cn4cncn4)c3)C2)c1 (configuration not stated),/,-6.6%
COc1ccc(C)cc1-n1nnnc1SCc1cc(=O)n2cc(C)ccc2n1,/,-0.7%
Cc1cc2ccccn2c1C(=O)c1ccc(NN)c([N+](=O)[O-])c1,8,-1.6%
O=C(O)/C=C/C(=O)Nc1ccc(NC(=O)c2ccccc2)c(Cl)c1,7,-5.5%
Cc1cc(Cl)ccc1OC(C)C(=O)NCCc1ccc2c(c1)OCCO2 (configuration not stated),-16,-1.1%
O=C(c1ccc(S(=O)(=O)NCc2ccco2)cc1)N1CCN(Cc2ccc3c(c2)OCO3)CC1,-6,-4.0%
O=C(Nc1ccc2c(c1)OCO2)c1ccc(CN2CCOCC2)cc1,-2,1.0%
O=C(CN1CCOCCOCCN(CC(=O)Nc2ccccc2)CCOCC1)Nc1ccccc1,-6,3.0%
COc1ccc(CCN2CN(S(=O)(=O)c3ccc(C)cc3)c3nc4ccccc4nc32)cc1OC,5,-3.1%
O=C(NCCc1ccccc1)C1CCN(c2nc3ccccc3o2)CC1,/,0.1%
O=S(=O)(c1ccc(Cl)c(C(F)(F)F)c1)N1CCN(c2ccccn2)CC1,/,-2.2%
CCC(Sc1nc(C)cc(=O)[nH]1)C(=O)Nc1ccc(Cl)cn1 (configuration not stated),5,-1.2%
CCN1C(=O)C(O)(CC(=O)c2cc(C)ccc2C)c2ccccc21 (configuration not stated),-6,6.0%
COc1ccc(-n2c(C)cc(C(=O)CN3C(=O)c4ccccc4C3=O)c2C)cc1,4,0.6%
CCN(Cc1ccccc1)S(=O)(=O)c1ccc(S(=O)(=O)N(Cc2ccccn2)Cc2ccco2)cc1,2,1.8%
Cc1[nH][nH]c(=O)c1C(c1ccc(-c2ccc(Cl)cc2)o1)c1c(C)[nH][nH]c1=O,/,-0.9%

# Next compounds.
SMILES,Mtb RmlCD inh,M. tuberculosis GlmU
CN1/C(=C\C(=S)NC(=O)c2ccc([N+](=O)[O-])cc2)C(C)(C)c2ccccc21,-8,1.2%
COc1ccc(N(CC(=O)Nc2nccs2)S(=O)(=O)c2c(C)[nH]c(=O)[nH]c2=O)cc1,-10,0.9%
CCNC(=S)N1CCN(c2ccccc2OCC)CC1,0,-3.9%
Cc1ccc(-c2nnn(CC(=O)N(c3ccccc3)C(C(=O)NCC3CCCO3)c3cccs3)n2)o1 (configuration not stated),13,-7.2%
COc1ccc(C2CC(=O)N(C)c3ccccc3S2)cc1 (configuration not stated),3,2.0%
C#CCO[C@@H]1C[C@H](n2cnc3c(NC(=O)c4ccccc4)ncnc32)O[C@@H]1CO,/,-4.1%
CSc1ccccc1NC(=O)c1ccccn1,/,3.0%
S=c1[nH]nc(-c2cc(-c3ccsc3)n[nH]2)n1-c1ccccc1,6,2.3%
CC(C)(C)C1CCC(=O)C(C2(O)C(=O)Nc3ccccc32)C1 (configuration not stated),-6,4.6%
CCOC(=O)C1=C(C)NC(=O)NC1c1ccc(OC(=O)c2ccco2)c(OC)c1 (configuration not stated),/,7.5%
COC(=NC1CCCCC1)C(O)c1c[nH]c2ccccc12 (configuration not stated),/,-2.6%
CCn1nc(C(=O)OCC(=O)Nc2ncc(Cl)c(C)c2Cl)c2ccccc2c1=O,8,-2.9%
Cc1csc(NC(=O)Nc2ccccc2[N+](=O)[O-])n1,-11,-3.9%
COc1cccc(Nc2nc(NCCO)nc(N3CCCC3)n2)c1,/,1.7%
COC(=O)C(C)NS(=O)(=O)c1ccc(NC(C)=O)cc1 (configuration not stated),-4,3.1%
Cc1nc(NC(=O)c2ccccc2)sc1-c1csc(N)n1,/,1.8%
Cc1ccc(NC(=O)CNC2CCS(=O)(=O)C2)cc1C (configuration not stated),-10,-4.6%
Cn1ncc(N=Cc2ccc([N+](=O)[O-])cc2)c1C(=O)Nc1ccccc1,5,2.2%
Cc1nn(Cc2ccc(Cl)cc2Cl)c(C)c1NC(=O)C1C2CCC(O2)C1C(=O)O (configuration not stated),/,7.5%
Cc1nc2c3c4c(sc3n3c(SCC(=O)NCc5ccco5)nnc3n2n1)COC(C)(C)C4,8,-2.7%
CCOC(=O)N1CCN(C(=O)CN(Cc2ccc(Cl)cc2)S(=O)(=O)c2ccccc2)CC1,/,2.7%

# Screening data as filed in PubChem BioAssay.
